KDM5B inh – Primary screen for KDM5B Histone Demethylases FDH-coupled qHTS; Potency, µM (titrated, usually from 57.7 µM), for the others: top-dose activity change, negative = inhibition, actives largely listed as inhibitors; KDM5B demethylase, FDH-coupled NADH fluorescence (FDH is formaldehyde dehydrogenase); 220,000 tested, 2.6% active; active = well fitted inhibition curve with a large enough effect; inconclusive = small, poorly fitted or top-dose-only effect; inactive = no such curve, though single readings can be large or run the other way; note: 0% is about no effect; nearly all actives have a fitted effect of over 70% in size
Target sequence (Q9UGL1 whole entry, looked up): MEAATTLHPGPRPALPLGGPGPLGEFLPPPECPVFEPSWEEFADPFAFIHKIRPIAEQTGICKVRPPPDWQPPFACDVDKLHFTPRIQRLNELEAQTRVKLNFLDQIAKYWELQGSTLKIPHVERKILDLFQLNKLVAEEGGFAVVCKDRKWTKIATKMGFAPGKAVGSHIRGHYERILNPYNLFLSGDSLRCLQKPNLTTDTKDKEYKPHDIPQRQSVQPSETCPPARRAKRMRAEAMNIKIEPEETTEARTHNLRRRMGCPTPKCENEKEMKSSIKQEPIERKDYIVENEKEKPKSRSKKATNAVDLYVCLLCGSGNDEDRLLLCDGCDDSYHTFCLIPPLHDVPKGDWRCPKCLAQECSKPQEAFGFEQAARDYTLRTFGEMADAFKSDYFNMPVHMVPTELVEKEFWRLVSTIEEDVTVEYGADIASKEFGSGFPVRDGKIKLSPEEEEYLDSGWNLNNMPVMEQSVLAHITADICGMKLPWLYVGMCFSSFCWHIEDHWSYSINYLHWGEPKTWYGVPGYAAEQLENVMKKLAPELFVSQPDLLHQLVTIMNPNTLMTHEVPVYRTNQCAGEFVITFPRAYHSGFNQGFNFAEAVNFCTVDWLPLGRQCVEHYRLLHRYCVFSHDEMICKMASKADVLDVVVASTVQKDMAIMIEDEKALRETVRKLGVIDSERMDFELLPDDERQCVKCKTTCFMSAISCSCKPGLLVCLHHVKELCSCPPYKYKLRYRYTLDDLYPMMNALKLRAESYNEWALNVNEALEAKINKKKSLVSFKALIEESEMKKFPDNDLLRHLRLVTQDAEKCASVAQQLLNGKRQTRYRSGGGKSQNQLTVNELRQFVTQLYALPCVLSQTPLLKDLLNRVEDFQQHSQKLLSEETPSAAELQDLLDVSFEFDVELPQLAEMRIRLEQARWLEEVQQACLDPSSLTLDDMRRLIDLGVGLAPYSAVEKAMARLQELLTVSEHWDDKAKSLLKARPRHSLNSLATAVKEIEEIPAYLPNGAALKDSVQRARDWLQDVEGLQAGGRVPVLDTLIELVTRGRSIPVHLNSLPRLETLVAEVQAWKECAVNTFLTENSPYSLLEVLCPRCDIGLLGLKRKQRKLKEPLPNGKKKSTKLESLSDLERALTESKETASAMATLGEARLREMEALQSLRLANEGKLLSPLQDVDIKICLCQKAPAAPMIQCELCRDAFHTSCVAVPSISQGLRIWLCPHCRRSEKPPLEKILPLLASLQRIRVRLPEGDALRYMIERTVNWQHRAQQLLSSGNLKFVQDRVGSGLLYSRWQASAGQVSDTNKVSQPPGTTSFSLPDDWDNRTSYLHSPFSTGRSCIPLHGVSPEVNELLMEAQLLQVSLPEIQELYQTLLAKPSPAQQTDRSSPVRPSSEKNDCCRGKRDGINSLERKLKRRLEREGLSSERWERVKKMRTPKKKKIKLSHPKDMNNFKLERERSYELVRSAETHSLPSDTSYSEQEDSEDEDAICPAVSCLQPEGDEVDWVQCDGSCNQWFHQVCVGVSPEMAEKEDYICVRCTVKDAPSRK
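KDM5BΔAP (200 nM final) in 50 mM HEPES pH 7.5, 0.01% Tween-20 was preincubated 10 min at RT with compound over a concentration range. Substrate mix (H3K4me3 12.5 µM, α-KG 25 µM, Fe²⁺, ascorbate, NAD⁺, FDH) was added, and NADH fluorescence change over 30 min gave dose-response curves.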
* marks the source's active call; other numbers are inactive results; ? = inconclusive; [ ] = remark or other dose. Potency is the fitted concentration of half-maximal effect.

Start of the listing, in advance, 2 compounds:
KDM5B inh | SMILES
0% | O=S(=O)(Cc1ccccc1F)N1CCC(c2noc(-c3cccnc3)n2)C1 (stereo unspecified)
-18%[86.2 µM] | NC(=O)C1CCN([C@H]2[C@@H]3OC[C@@H](O3)[C@@H](NCc3ccc4c(c3)OCO4)[C@@H]2O)CC1

The listing, from the start:
KDM5B inh | SMILES
0% | O=S(=O)(Cc1ccccc1F)N1CCC(c2noc(-c3cccnc3)n2)C1 (stereo unspecified)
-18%[86.2 µM] | NC(=O)C1CCN([C@H]2[C@@H]3OC[C@@H](O3)[C@@H](NCc3ccc4c(c3)OCO4)[C@@H]2O)CC1
2% | CCOC(=O)C1(C)C=C(Nc2cccc(Br)c2)C(=O)N1c1cccc(Br)c1 (stereo unspecified)
20% | Cc1cccc(NC(=O)/C(C#N)=C2\CCCC2C)c1 (stereo unspecified)
? | CCC(C)NC(=O)Cn1c(-c2ccccc2)cc2ccccc21 (stereo unspecified)
6% | CCC(=O)N1CCc2cc(S(=O)(=O)NCCC(=O)NC(C)c3ccccc3)ccc21 (stereo unspecified)
-21% | CCNC(=O)N1CCCCCC1CN1CCc2ccccc2C1 (stereo unspecified)
-25% | COc1ccc(CNC(=O)CCCn2c(=O)c3cccn3c3ccc(F)cc32)cc1OC
? | CCN(CC)C(=O)C1=C(C)N=C2SC=C(CC(=O)NCc3ccco3)N2C1c1ccccc1F (stereo unspecified)
-14%[86.2 µM] | CC(C)C[C@H]1NC(=O)[C@@H]2C[C@@H](n3nnc(C(N)=O)c3C(N)=O)CCN2C1=O
7%[115 µM] | NCCCC(=O)N1CCC2(CC1)CN(C(=O)Cc1ccccc1)CCO2
6%[86.2 µM] | C[C@@H](NCC1CCCCC1)c1onc(-c2ccc(F)cc2)c1C(=O)O
1% | CC(C1CC1)N(Cc1ccccc1)S(=O)(=O)c1ccccc1Cl (stereo unspecified)
11% | COc1ccc(C(=O)N2CCC3(CCC3OC)CC2)cc1 (stereo unspecified)
-19% | Cc1ccc2oc(=O)c3cc(C(=O)NCCCOC(C)C)sc3c2c1
23% | NC(=O)COC[C@@H]1CN(C(=O)CC2CCCCC2)C[C@H]1c1ccncc1
-26% | O=C1c2c(nc(CNCc3cccnc3)n2Cc2ccccc2)NCCN1CC1CCOCC1
4% | CC(=O)c1ccccc1NC(=O)C1(c2ccccc2)CCC1
-13% | O=C(c1ccc(F)c(Cl)c1)N1CC(CO)C2(CCNCC2)C1 (stereo unspecified)
-22% | O=c1c2cc3c(cc2nc2sc(Nc4ccc(F)c(Cl)c4)nn12)OCO3

An excerpt of these results, tab-delimited.
smiles	KDM5B inh
CC(C1CC1)N(Cc1ccccc1)S(=O)(=O)c1ccccc1Cl (stereo unspecified)	1%
CC(C)C[C@H]1NC(=O)[C@@H]2C[C@@H](n3nnc(C(N)=O)c3C(N)=O)CCN2C1=O	-14%[86.2 µM]
CCN(CC)C(=O)C1=C(C)N=C2SC=C(CC(=O)NCc3ccco3)N2C1c1ccccc1F (stereo unspecified)	?
CCNC(=O)N1CCCCCC1CN1CCc2ccccc2C1 (stereo unspecified)	-21%
CCC(C)NC(=O)Cn1c(-c2ccccc2)cc2ccccc21 (stereo unspecified)	?
CCOC(=O)C1(C)C=C(Nc2cccc(Br)c2)C(=O)N1c1cccc(Br)c1 (stereo unspecified)	2%
Cc1cccc(NC(=O)/C(C#N)=C2\CCCC2C)c1 (stereo unspecified)	20%

(more compounds)
KDM5B inh | SMILES
-29% | CCCN(C(=O)CCn1cnc2onc(-c3ccc(F)cc3)c2c1=O)c1ccccc1C
? | CN(C)C(=O)c1cc(-c2ccc(Cl)cc2Cl)nc2c1cnn2C
3% | Cc1noc(-c2cccc(OC3CN(C(=O)c4ccco4)C3)c2)n1
19%[149 µM] | CCCCCN1CCC2(CC1)Cc1ccccc1CNC2=O
24% | Cc1ccc2ncc([N+](=O)[O-])cc2c1
-4% | COc1ccc(/C=C(/C#N)c2nc3ccccc3o2)cc1OC
? | COc1ccc(C(=O)/C(C#N)=C\c2ccc(OC(F)F)c(OC)c2)cc1
20% | CN1CCN(C(=O)c2cc(C3CC3)[nH]n2)CC12CCNC(=O)CC2 (stereo unspecified)
2% | CC(C)c1ccc(/C=C(/C#N)C(=O)Nc2ccc(N3CCOCC3)cc2)cc1
4% | O=C1CC2(CCN([S+](=O)([O-])c3cccs3)CC2)Oc2ccccc2N1c1ccccc1
-11% | O=C(CCC[C@@H]1[C@H]2CCCN3CCC[C@@H](CN1Cc1ccccc1)[C@@H]23)N1CCOCC1
11% | O=C(NC1CCCC1)c1c(OCC2CC2)cc(=O)n2c1CCOCC2
-11% | COc1ccc(C(=O)c2c(NC(C)=O)sc3c2CCN(C(=O)OC(C)(C)C)C3)cc1
-15% | CCC(C)(C)C(=O)N1CCC2(CC1)N(C)C(=O)CS2(=O)=O
48%[activator] | COC(=O)c1cccc(NC(=O)CSc2ncnc3c(-c4ccc(OC)cc4)c[nH]c23)c1
22% | CCCn1c(=O)n(CCC(=O)N(C)CC(=O)Nc2ccccc2Cl)c2ccccc21
11% | CCCOc1ccc2c(=O)c(-c3ccccc3)coc2c1C
5% | COCCc1nncn1C1CCN(C(=O)c2ccccc2OC(F)(F)F)CC1
21% | COc1cc(C(=O)N2CCC[C@H]2c2nc(-c3ccc(F)cc3)no2)cc(OC)c1OC
? | CCCn1cc(C2CCN(S(=O)(=O)c3c(C)c(C)cc(C)c3C)CC2)c2ccccc21

Next compounds.
KDM5B inh | SMILES
14% | C/C(=N/NC(=O)C1CC1c1ccccc1)c1ccc(CC(C)C)cc1 (stereo unspecified)
-11% | COc1cc(CNn2cnnc2)cc(Br)c1OCc1ccc(F)cc1
-8% | CCOC(=O)c1c(C)[nH]c(C(=O)CSc2nnc(C)s2)c1C
3% | CNC(=O)C1CN(C(=O)c2nn(-c3ccccc3)c(=O)c3ccccc23)c2ccccc2O1 (stereo unspecified)
10%[149 µM] | CC(=O)N1CCC2(CC1)CN(C(=O)Cc1cccc(Cl)c1)CCO2
-45% | CC(C)Cn1nc(NC(=O)c2cccc(Cl)c2)c2cc3ccccc3nc21
-20%[86.2 µM] | Cc1noc2c(NC3CCOCC3)cc(-c3ccsc3)nc12
-17% | S=c1[nH]nc(CSCCOc2ccc(Cl)cc2Cl)o1
-30% | Cc1cc(C)cc(-n2ccnc(NCc3ccc(F)cc3)c2=O)c1
11% | COCCC1CCCCN1C(=O)c1cc(COc2ccc(C)nc2)on1 (stereo unspecified)
7% | CCCCn1nc(C(=O)Nc2ccc(OC)c(OC3CCCC3)c2)c2ccccc2c1=O
53%[activator] | NS(=O)(=O)c1ccc(F)c(C(=O)NCCSc2ccccn2)c1
-13% | O=C(NCc1ccco1)c1ccc2c(c1)N(Cc1ccccc1F)C(=O)c1ccccc1S2(=O)=O
-12% | COc1ccc(CCN2C(=O)O[C@@H]3CN(S(=O)(=O)N4CCCC4)C[C@@H]32)cc1
? | COc1ccc2c(c1)cc(CNc1ccc(OC)c(OC)c1)c(=O)n2CC(=O)Nc1ccccc1C
? | O=[N+]([O-])c1ccc(N2CCCCC2)cc1
? | Cc1ccccc1OCC(=O)Nc1ccc2oc(-c3ccccc3C)nc2c1
6% | CN(C)CC1(O)CCCN(Cc2cccc3ncccc23)C1 (stereo unspecified)
? | O=C1Nc2ccccc2C2(CCN(C(=O)c3ccccc3F)C2)O1 (stereo unspecified)
28µM* | COc1cc2c(cc1OC)C(C[C@H]1CN(C(=O)c3ccco3)CC[C@H]1CC(=O)O)=NCC2

Random excerpt: four compounds from above.
KDM5B inh | SMILES
19%[149 µM] | CCCCCN1CCC2(CC1)Cc1ccccc1CNC2=O
-29% | CCCN(C(=O)CCn1cnc2onc(-c3ccc(F)cc3)c2c1=O)c1ccccc1C
-18%[86.2 µM] | NC(=O)C1CCN([C@H]2[C@@H]3OC[C@@H](O3)[C@@H](NCc3ccc4c(c3)OCO4)[C@@H]2O)CC1
11% | COc1ccc(C(=O)N2CCC3(CCC3OC)CC2)cc1 (stereo unspecified)

Next section:
KDM5B inh | SMILES
-15% | CCC1=C(C(=O)OC)C(c2ccccc2F)N2C(CC(=O)N3CCC(C)CC3)=CSC2=N1 (stereo unspecified)
-13% | Cc1cc(-c2ccccc2)c2c3c(c(-c4ccccc4)n2n1)c(=O)n(C)c(=O)n3C
-20% | Cc1nnc(CN(C)C(=O)c2cccc(S(=O)(=O)N3CCOCC3)c2)o1
12% | COc1ccccc1CN1CC(C(=O)NCc2ncccc2C)CCC1=O (stereo unspecified)
-4% | O=C(Cn1c(=O)n(CC2CCC(C(=O)NCCc3ccccc3)CC2)c(=O)c2ccccc21)Nc1cccc(F)c1 (stereo unspecified)
-25%[115 µM] | O=C1NCc2ccccc2CC12CCN(Cc1ccc3ccccc3c1)C2 (stereo unspecified)
3% | O=c1c2sc3ccccc3c2n(Cc2ccccc2)c(=O)n1CCc1ccccc1
4% | CC(NS(=O)(=O)c1cccs1)c1ccccn1 (stereo unspecified)
-4% | CCOC(=O)C1(Cc2ccc(F)cc2F)CCCN(S(=O)(=O)c2ccsc2)C1 (stereo unspecified)
? | COc1ccccc1-c1nnc([C@H]2CCN(C3CCN(C)CC3)C2)o1
-7% | COC(=O)c1sc(N)c(C#N)c1C
6% | CC(C)c1ccccc1NC(=O)CSc1ccccc1Cl
26% | CCOC(=O)c1ccccc1NC(=O)CSc1nc(N)cc(=O)[nH]1
-9% | CCCC1C(c2ccc(Cl)cc2)NC(c2ccc(Cl)cc2)C(C)C1(O)CCC (stereo unspecified)
? | N#Cc1cccc(NC(=O)CNc2ccccc2C(N)=O)c1
14% | CCCc1cc(C(=O)Nc2cccc3ccccc23)n(C)n1
-32% | CCC1(N2CCN(C(=O)c3ccccc3C(F)(F)F)CC2)CCN(C(=O)C(C)C)C1 (stereo unspecified)
31%[86.2 µM] | COc1ccc(-c2noc(C(=O)NC(C)(C)C)c2[C@H](C)O)cc1
20% | NC(=O)Nc1cccc([N+](=O)[O-])c1
-27% | Cn1c2ccccc2c2cnn(CC(=O)NCc3ccc(Cl)cc3)c(=O)c21

Continued.
KDM5B inh | SMILES
2% | c1ccc(-c2ccc(CNCc3cccnc3)o2)cc1
14% | CC(=O)Nc1cccc(C(C)NCc2csc(C)n2)c1 (stereo unspecified)
17% | COc1ccc(CNC(=O)c2cc(C(C)=O)c[nH]2)cc1
-19% | O=C1NC(C(=O)NC2CCCCC2)Cn2cccc21 (stereo unspecified)
-25% | Cc1ncsc1C(=O)N1CCC(C(=O)O)(n2ccc(-c3ccco3)n2)CC1
? | Cc1c(C)c2cc(Cl)c(OCC(=O)NCc3cccnc3)cc2oc1=O
-11%[86.2 µM] | O=c1[nH]ccn1C1CCN(Cc2ccsc2)CC1
-3% | Cc1ccc2c(C)c(CCC(=O)N3CCCCCCC3)c(=O)oc2c1
? | C#CCSc1nc(-c2ccccc2)c2cc(Cl)ccc2n1
3% | O=C(CCCn1cncn1)NC1CC(c2cc(N3CCOCC3)ncn2)C1 (stereo unspecified)
-26% | FC(F)(F)c1ccc(/C=N/Nc2ccc(Cl)c(Cl)c2)cc1
? | CC(C)CCn1c(=O)c2sccc2n2c(CCCC(=O)NCCc3ccccc3)nnc12
7% | CCCn1c(N)c(N(CCOC)C(=O)c2cc(S(=O)(=O)N3CCCCCC3)ccc2OC)c(=O)[nH]c1=O
25µM* | O=C(Cc1cccc(F)c1)NCc1nnc2ccc(-c3ccc(Cl)cc3)nn12
? | O=C(Nc1cccc(F)c1)C1CCN(S(=O)(=O)c2ccc3[nH]c4c(c3c2)CCCCC4)CC1
4% | O=C(c1cccc(S(=O)(=O)N2CCCCC2)c1)N1CCN(c2ccccc2)CC1
-9%[86.2 µM] | COc1ccc(C)cc1-c1cn(C)c(=O)n2cc(COc3ccccc3)nc12
-3% | O=C(CCc1conc1-c1ccccc1F)NCc1cccc(Cl)c1
13% | CC(C)Cn1nc(C(=O)OCC(=O)Nc2ccc(OC(F)(F)F)cc2)c2ccccc2c1=O
-4% | CNC(=O)c1cc[nH]c1C1CCCN(C(=O)c2ccc(Cn3ccnc3)o2)C1 (stereo unspecified)

Going on with the list.
KDM5B inh | SMILES
-22% | CN(Cc1cccnc1)c1nc2c(c(=O)[nH]1)CCN(Cc1ccc(Cl)cc1)CC2
-20% | CCCOC(=O)c1c(C)oc2c1cc(NS(=O)(=O)c1ccc(OCC)cc1)c1ccccc12
-3% | COCc1nncn1C1CCN(S(=O)(=O)c2ccc(OC)cc2)CC1
-8% | COc1cccc(CN2CCCC(COc3ccccc3C(=O)NC3CC3)C2)n1 (stereo unspecified)
? | Cc1c(C)c2ccc(OCC(=O)Nc3ccc(CCO)cc3)cc2oc1=O
37% | CCC(=O)Nc1cccc(-c2nnc3n2CCCC3)c1
? | COC(=O)[C@@H]1Cc2c([nH]c3ccccc23)[C@H]2C[C@@H](NCc3cccs3)C[C@@H](c3ccc(F)cc3)N21
-11% | O=C(OCc1cc2ccccc2[nH]c1=O)c1ccccc1F
-5% | NC(=O)c1nnn([C@H]2CCN3C(=O)[C@@H](Cc4c[nH]c5ccccc45)NC(=O)[C@@H]3C2)c1C(N)=O
22µM* | CN1CCC2(C1)CN(CC1CCOCC1)c1ccc(C(=O)NCCOc3ccccc3)cc12 (stereo unspecified)
-11% | CC(=O)Nc1ccc(SC2CCCCCC2=O)cc1 (stereo unspecified)
-24% | O=C(O)c1ccc(NC(=O)c2ccc(Br)c(S(=O)(=O)N3CCCC3)c2)cc1
-12% | O=C(CCCSc1nccc(C(F)(F)F)n1)c1ccc(F)cc1
-9% | COc1cc(OC)cc(C(=O)NCCCNC(=O)c2nc3ccccc3c(=O)[nH]2)c1
-2%[115 µM] | CCN1CCCCC12Cc1ccccc1CN(C(=O)C1CCN(C)CC1)C2 (stereo unspecified)
-27% | CN1CC2(CCN(C(=O)Nc3ccccc3)CC2)CC1C(=O)N1CCOCC1 (stereo unspecified)
? | COc1ccc(N2CCN(CC(O)COc3ccc(C)cc3C)CC2)cc1 (stereo unspecified)

Bioassay records: PubChem BioAssay, National Center for Advancing Translational Sciences (NCATS)

A portion of the library. The share of hits here may be higher or lower than overall.
